S2 tox: Viability Counterscreen for Primary qHTS for Inhibitors of ATXN expression; S2 cells (HEK-293 line with an ATXN2-luciferase reporter) viability, CellTiter-Fluor protease fluorescence, 24 h; Potency, µM (top dose mostly 56.7 µM), most hits filed as cytotoxic; 0.49% of 400,000 active; further: potency means the concentration at half of the fitted maximal effect; nearly all actives have a fitted effect of over 40% in size
ATXN2 expr inh: Primary qHTS for Inhibitors of ATXN expression. Potency, µM (top dose mostly 57 µM), for inactives: top-dose activity change, negative = inhibition, usual class: inhibitors. 0.72% of 360,000 active. HEK-293 ATXN2-luciferase reporter, luminescence, 24 h; further: potency means the concentration at half of the fitted maximal effect; on the % scale 0 is the no-effect control and ±100 the full control effect; nearly all actives have a fitted effect of over 55% in size
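ATXN2-luciferase reporter cells (luciferase flanked by upstream and downstream ATXN2 gene portions) were treated 24 h at 37 °C with compounds at up to 57 uM. SteadyGlo luminescence gave expression; GF-AFC fluorescence gave viability.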
MCF10A rereplic: A quantitative high throughput screen for small molecules that induce DNA re-replication in MCF 10a normal breast cells | 2.9% of 350,000 active | MCF 10A DNA re-replication, Hoechst nuclear intensity, 48 h | AID 624296, 2012 | Potency, µM (series often up to 46.1 µM), for the others: at the top dose activity, positive = re-replication, hits mostly activators; further: potency means the concentration at half of the fitted maximal effect; % of control where 0% means no effect; nearly all actives have a fitted effect of over 50% in size
A549 tox: Nrf2 qHTS screen for inhibitors: counterscreen for cytotoxicity; Potency, µM (top dose mostly 46 µM), for inactives: top-dose activity change, negative = cytotoxicity, most hits filed as inhibitors; 0.16% of 390,000 active; A549 ARE-Fluc cells, CellTiter-Fluor viability, 18-24 h; further: potency means the concentration at half of the fitted maximal effect; on the % scale 0 is the no-effect control and ±100 the full control effect
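A549 ARE-Fluc cells in 5% FBS OPTI-MEM, 5000 cells/well, rested 2 h then exposed to compounds in concentration-response for 18-24 h at 37 °C. Viability by CellTiter-Fluor fluorescence (Ex 405/Em 525) after 30 min; luciferase luminescence (BugLite, 15 min, RT) read afterwards.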
Nrf2 inh: Nrf2 qHTS screen for inhibitors; A549 ARE-Fluc reporter, luciferase luminescence, 18-24 h; Potency, µM (series often up to 46 µM), inactives show top-dose activity change, negative = inhibition, actives largely listed as inhibitors; 2.1% of 360,000 active; further: potency means the concentration at half of the fitted maximal effect; on the % scale 0 is the no-effect control and ±100 the full control effect; nearly all actives have a fitted effect of over 60% in size
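Nrf2 function is reported as luminescence of an ARE-controlled luciferase in A549 cells. Compounds were tested at several concentrations, and a CellTiter-Fluor read on the same wells flagged cytotoxicity.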
Nrf2 activator: qHTS of Nrf2 Activators; AREc32 ARE-luciferase reporter (MCF7-derived line), luminescence, 24 h; Potency, µM (doses to about 46.1 µM), for inactives: at the top dose activation, actives largely listed as activators; 0.31% of 410,000 active; AID 624171, 2012; further: potency means the concentration at half of the fitted maximal effect; % of control where 0% means no effect; nearly all actives have a fitted effect of over 65% in size
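Quantitative high-throughput format: AREc32 reporter cells, 1000 per well, received compound by pin transfer and were incubated 24 hr at 37 deg C, 5% CO2, before Steady-Glo luminescence detection.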
TGFb inhibitor: qHTS for Inhibitors of TGF-b. 1.2% of 410,000 active. HepG2 CAGA-GFP TGF-b/SMAD3 reporter, GFP fluorescence, 18 h; TGF-beta stimulated, 500 pg/mL final. Potency, µM (titrated, usually from 46.1 µM), for inactives: at the top dose activity, negative = inhibition, usual class: inhibitors. AID 588855, 2011; further: potency means the concentration at half of the fitted maximal effect; on the % scale 0 is the no-effect control and ±100 the full control effect; nearly all actives have a fitted effect of over 65% in size
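HEPG2 CAGA-GFP cells (1000/well, DMEM with 1% FBS) were pre-incubated 2 h at 37 degrees C, given compound by pin tool, then stimulated with TGF-beta at 500 pg/mL final for 18 h before per-cell GFP fluorescence imaging.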
IL1B secr inh: qHTS for Inhibitors of Inflammasome Signaling: IL-1-beta AlphaLISA Primary Screen | 4.7% of 360,000 active | THP-1 LPS/ATP IL-1B secretion, AlphaLISA, 16 h; hits give low values | activity change, % at 57.5 µM; in the data active means activity change below about -50%; inconclusive means mostly about -30% to -49%; further: on the % scale 0 is the no-effect control and ±100 the full control effect
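THP-1 cells pretreated 1 hr with compounds (up to 57.5 uM final), then stimulated with LPS (250 ng/mL final) plus ATP (1.25 mM final); secreted IL-1B measured by AlphaLISA after 16 hr, decreased signal indicating inhibition.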
HepG2 viability: qHTS for Inhibitors of TGF-b: Cytotox Counterscreen; HepG2 CAGA-GFP viability, ATP luminescence, 18 h; Potency, µM (highest dose often 46.1 µM), for inactives: at the top dose activity change, negative = cytotoxicity, hits mostly cytotoxic; 0.76% of 410,000 active; further: potency means the concentration at half of the fitted maximal effect; some results filed as inactive show a strong effect at the top dose
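CellTiter-Glo luminescence gave cytotoxicity after 18 hours at 37 degrees C. The cells were HepG2 CAGA-GFP in 1% FBS DMEM, stimulated with 500 pg/mL TGF-beta after compound addition. %Activity was normalised to no-cell wells (complete cell-killing) and DMSO (no toxicity), and curves were fitted and classified.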
Numbers without * were called inactive; [ ] = another dose, or the depositor's remark. Unless noted, the call rests on the fitted dose curve; in most records, active means well fitted curve in the direction sought with a large enough effect; inconclusive means small, poorly fitted or top-dose-only effect, or another doubt; inactive means no such curve, though single readings can be large; an effect the other way counts as inactive or inconclusive.

Start of the data: the first 2 compounds, ahead of the listing:
Screening CCCCOc1ccc(NC(=O)CSc2ccc(C(=O)O)cn2)cc1 returned S2 tox inactive, ATXN2 expr inh 7%, A549 tox -9%, Nrf2 inh 4%, Nrf2 activator 0.6%, TGFb inhibitor -3% and HepG2 viability 8%.
`Cc1ccc(NC(=O)C2CCN(S(C)(=O)=O)CC2)cc1` gave S2 tox inactive, ATXN2 expr inh 0%, MCF10A rereplic -2%, A549 tox -16%, Nrf2 inh -3%, Nrf2 activator 0.0%, TGFb inhibitor 14%, IL1B secr inh -4 and HepG2 viability -3%.

The whole of this part, from the first entry:
Screening CCCCOc1ccc(NC(=O)CSc2ccc(C(=O)O)cn2)cc1 returned S2 tox inactive, ATXN2 expr inh 7%, A549 tox -9%, Nrf2 inh 4%, Nrf2 activator 0.6%, TGFb inhibitor -3% and HepG2 viability 8%.
`Cc1ccc(NC(=O)C2CCN(S(C)(=O)=O)CC2)cc1` gave S2 tox inactive, ATXN2 expr inh 0%, MCF10A rereplic -2%, A549 tox -16%, Nrf2 inh -3%, Nrf2 activator 0.0%, TGFb inhibitor 14%, IL1B secr inh -4 and HepG2 viability -3%.
C=CCn1c(SCC(=O)Nc2nc(C)cs2)nnc1C(CO)NC(=O)c1ccccc1 (stereo unspecified) was read as S2 tox inactive, ATXN2 expr inh -13%, MCF10A rereplic -1%, A549 tox -10%, Nrf2 activator -0.5%, TGFb inhibitor 11%, IL1B secr inh 2 and HepG2 viability 7%.
CC(C)C(C(=O)Nc1ccc2c(c1)OCO2)N1C(=O)c2ccccc2C1=O (stereo unspecified) was read as S2 tox inactive, ATXN2 expr inh -1%, MCF10A rereplic 0%, A549 tox -14%, Nrf2 inh -2%, Nrf2 activator 0.3%, TGFb inhibitor 3%, IL1B secr inh -23 and HepG2 viability 2%.
CS(=O)(=O)Nc1cccc(NC(=O)c2cccc3c(-c4cccc(C(N)=O)c4)coc23)c1 was read as S2 tox inactive, ATXN2 expr inh inconclusive, Nrf2 activator -0.2%, TGFb inhibitor 10%, IL1B secr inh inconclusive and HepG2 viability -3%.
COc1ccc(Cl)cc1NC(=O)CN1CCC(n2nnc3cc(C)ccc32)CC1 was read as S2 tox inconclusive, ATXN2 expr inh -17%, MCF10A rereplic inconclusive, A549 tox -16%, Nrf2 inh inconclusive, Nrf2 activator 2.8%, TGFb inhibitor -11%, IL1B secr inh 9 and HepG2 viability -21%.
CCN(CC)c1nc2c(c(=O)[nH]c(=O)n2C)n1CCCc1ccccc1 was read as S2 tox inactive, ATXN2 expr inh -20%, MCF10A rereplic inconclusive, A549 tox 2%, Nrf2 inh -21%, Nrf2 activator 0.0%, TGFb inhibitor 0%, IL1B secr inh -21 and HepG2 viability -22%.
`Cc1cc(C)cc(NC(=O)Cn2nnc(C(=O)NCc3ccc(F)cc3)c2N)c1` gave S2 tox inactive, ATXN2 expr inh 0%, MCF10A rereplic inconclusive, A549 tox 4%, Nrf2 inh -6%, Nrf2 activator 0.6%, TGFb inhibitor -13%, IL1B secr inh 3 and HepG2 viability -9%.
`Cc1nn(-c2ccccc2)nc1C(=O)NNC(=O)c1cccc2ccccc12` gave ATXN2 expr inh -5%, MCF10A rereplic 21%, A549 tox 6%, Nrf2 inh 3%, Nrf2 activator 1.2%, TGFb inhibitor 0%, IL1B secr inh -5 and HepG2 viability 77%.
For COc1cc(OC)c(NC(=O)C(=O)CC(=O)c2ccc(C)cc2C)cc1Cl the results were S2 tox inactive, ATXN2 expr inh inconclusive, MCF10A rereplic -4%, A549 tox -4%, Nrf2 inh -7%, Nrf2 activator 3.4%, TGFb inhibitor -1%, IL1B secr inh -6 and HepG2 viability 4%.
`CCn1cc(C(=O)O)c(=O)c2cnc(N3CCN(C(=S)NC(=O)c4ccc(F)c(F)c4)CC3)nc21` gave S2 tox inactive, ATXN2 expr inh 3%, MCF10A rereplic -31%[inhibitor], A549 tox -6%, Nrf2 inh 2%, Nrf2 activator -0.6%, TGFb inhibitor 8%, IL1B secr inh 12 and HepG2 viability 7%.
COc1ccc(NC(=O)CCCN2C(=O)C(c3ccccc3)Oc3cccnc32)cc1 (stereo unspecified) was read as S2 tox inactive, ATXN2 expr inh 0%, MCF10A rereplic -3%, A549 tox 2%, Nrf2 inh 8%, Nrf2 activator -0.4%, TGFb inhibitor 16%, IL1B secr inh inconclusive and HepG2 viability -1%.
Screening Cc1cccc(CSc2nnc(N)n2-c2ccccc2)c1 returned S2 tox inactive, ATXN2 expr inh -1%, MCF10A rereplic 1%, A549 tox 1%, Nrf2 inh 2%, Nrf2 activator -0.4%, TGFb inhibitor 2%, IL1B secr inh -19 and HepG2 viability -14%.
Screening O=C(Nc1nccs1)C(F)(F)C(F)(F)C(F)(F)C(=O)Nc1nccs1 returned S2 tox inconclusive, ATXN2 expr inh -2%, MCF10A rereplic 2%, A549 tox -2%, Nrf2 inh 1%, Nrf2 activator 0.2%, TGFb inhibitor -8%, IL1B secr inh -8 and HepG2 viability 9%.
CC1CCCCN1CC(=O)Nc1sc2c(c1C#N)CCC2 (stereo unspecified) was read as S2 tox inactive, ATXN2 expr inh 8%, MCF10A rereplic 23%, A549 tox -1%, Nrf2 inh 15%, Nrf2 activator 0.2%, TGFb inhibitor 0%, IL1B secr inh 11 and HepG2 viability -3%.
COC(=O)c1ccc(C)c(NC(=O)CCSc2ccccc2)c1 was read as S2 tox inactive, ATXN2 expr inh -3%, MCF10A rereplic -7%, A549 tox -3%, Nrf2 inh -17%, Nrf2 activator 0.2%, TGFb inhibitor -6%, IL1B secr inh -5 and HepG2 viability 3%.
Screening Cc1c(NC(=O)C2CCCN2S(=O)(=O)c2ccccc2)c(=O)n(-c2ccccc2)n1C (stereo unspecified) returned S2 tox inactive, ATXN2 expr inh 4%, MCF10A rereplic -3%, A549 tox 4%, Nrf2 activator -0.7%, TGFb inhibitor 5%, IL1B secr inh 3 and HepG2 viability 1%.
CCOC(=O)C1CCN(C(=O)CCCn2nc(CC)n3c(cc4occc43)c2=O)CC1 was read as S2 tox inactive, ATXN2 expr inh 5%, MCF10A rereplic 0%, A549 tox -1%, Nrf2 inh 6%, Nrf2 activator -0.1%, TGFb inhibitor inconclusive, IL1B secr inh 13 and HepG2 viability -9%.
CS(=O)(=O)N1CCC(C(=O)Nc2cccc(Cl)c2)CC1 was read as S2 tox inactive, ATXN2 expr inh 1%[11.3 µM], MCF10A rereplic -6%, A549 tox 1%, Nrf2 inh 11%, Nrf2 activator -0.4%, TGFb inhibitor 0%, IL1B secr inh -2 and HepG2 viability -19%.
NC(=O)CC(NC(=O)c1ccccc1)c1ccc(NC2CCCCC2)c([N+](=O)[O-])c1 (stereo unspecified) was read as S2 tox inconclusive, ATXN2 expr inh -21%, MCF10A rereplic -4%, A549 tox inconclusive, Nrf2 inh inconclusive, Nrf2 activator 3.9%, TGFb inhibitor -16%, IL1B secr inh -6 and HepG2 viability 1%.
For Cc1sc2c3ccsc3ccc2[n+]1C the results were S2 tox inactive, ATXN2 expr inh -15%, MCF10A rereplic 0%, A549 tox -3%, Nrf2 inh 2%, Nrf2 activator 0.9%, TGFb inhibitor -15%, IL1B secr inh -100* and HepG2 viability -3%.
`CN(CC(=O)Nc1ccccc1Br)C(=O)CN1CCN(Cc2cccc(Cl)c2)CC1` gave S2 tox inconclusive, ATXN2 expr inh inconclusive, MCF10A rereplic -7%, A549 tox -12%, Nrf2 inh inconclusive, Nrf2 activator -0.2%, TGFb inhibitor -19%, IL1B secr inh -12 and HepG2 viability 0%.
O=C(CNC(=O)c1cncc(Br)c1)Nc1ccc(F)c(F)c1F was read as S2 tox inactive, ATXN2 expr inh -8%, MCF10A rereplic 10%, A549 tox -4%, Nrf2 inh 7%, Nrf2 activator -0.2%, TGFb inhibitor -30%, IL1B secr inh 34 and HepG2 viability -1%.
C=C1CCN(C(C)C(=O)OCc2cccc(C)c2)S(=O)(=O)c2ccccc21 (stereo unspecified) was read as A549 tox 3%, Nrf2 inh 10%, TGFb inhibitor -22% and HepG2 viability -8%.
For O=c1c2nnn(-c3ccccc3)c2ncn1C/C=C/c1ccccc1 the results were S2 tox inactive, ATXN2 expr inh -7%, MCF10A rereplic -3%, A549 tox 16%, Nrf2 inh -11%, Nrf2 activator 0.0%, TGFb inhibitor -7%, IL1B secr inh -4 and HepG2 viability -40%.
`CCN(CC)c1ccc(/C=N/N(c2ccccc2)c2ccccc2)c(O)c1` gave S2 tox inactive, ATXN2 expr inh 9%, MCF10A rereplic inconclusive, A549 tox -1%, Nrf2 inh 0%, Nrf2 activator 2.9%, TGFb inhibitor -2%, IL1B secr inh -24 and HepG2 viability 8%.
`CCOC(=O)c1ccc(NC(=O)CN2C(=O)CSC(C)C2=O)cc1` (stereo unspecified) gave S2 tox inactive, MCF10A rereplic 4%, A549 tox 1%, Nrf2 inh 13%, Nrf2 activator 0.4%, TGFb inhibitor 3%, IL1B secr inh 7 and HepG2 viability 1%.
Screening COCCCNc1ncnc2c1sc1nc(-c3ccco3)c3c(c12)CC(C)(C)OC3 returned S2 tox inactive, ATXN2 expr inh -15%, MCF10A rereplic 5%, A549 tox -2%, Nrf2 inh inconclusive, Nrf2 activator -0.5%, TGFb inhibitor 4%, IL1B secr inh -14 and HepG2 viability -5%.
C(=C\c1nc(-c2ccccc2)no1)/c1ccccc1 was read as S2 tox inactive, ATXN2 expr inh 114%[activator], MCF10A rereplic -2%, A549 tox -2%, Nrf2 inh inconclusive, Nrf2 activator 14µM*, TGFb inhibitor 0%, IL1B secr inh -18 and HepG2 viability -20%.
C/C(Cl)=C/CSc1nc2c(c(=O)[nH]c(=O)n2C)n1C(C)C was read as S2 tox inactive, ATXN2 expr inh 0%, MCF10A rereplic 2%, A549 tox 1%, Nrf2 inh -5%, Nrf2 activator -0.2%, TGFb inhibitor -22%, IL1B secr inh 29 and HepG2 viability -1%.

High-throughput results deposited in PubChem BioAssay by National Center for Advancing Translational Sciences (NCATS).
